Source: PubChem BioAssay (Vanderbilt High Throughput Screening Facility)
GluA2 TARP mod: modulators of AMPA receptor GluA2-stargazin complexes | HEK293 GluA2+stargazin, membrane potential dye (FDSS), glutamate EC50; hits were called plate by plate, in both directions | hit rate 3.5% among 40,000 | O88602+P19491 | calls only at 30 µM | AID 1259245;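 active = any of four per-well response measures lying three or more SD from its plate-wide compound average, in either direction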
Target sequence (O88602 whole entry, looked up): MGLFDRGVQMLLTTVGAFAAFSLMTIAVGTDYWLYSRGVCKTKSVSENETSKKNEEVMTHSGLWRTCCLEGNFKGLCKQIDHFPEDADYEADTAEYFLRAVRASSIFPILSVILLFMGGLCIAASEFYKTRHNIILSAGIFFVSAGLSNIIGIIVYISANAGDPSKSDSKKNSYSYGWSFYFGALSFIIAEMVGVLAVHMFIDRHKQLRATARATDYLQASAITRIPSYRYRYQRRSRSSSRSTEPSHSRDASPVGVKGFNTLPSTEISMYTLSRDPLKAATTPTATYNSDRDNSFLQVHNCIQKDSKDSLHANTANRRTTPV
Target sequence (P19491 whole entry, looked up): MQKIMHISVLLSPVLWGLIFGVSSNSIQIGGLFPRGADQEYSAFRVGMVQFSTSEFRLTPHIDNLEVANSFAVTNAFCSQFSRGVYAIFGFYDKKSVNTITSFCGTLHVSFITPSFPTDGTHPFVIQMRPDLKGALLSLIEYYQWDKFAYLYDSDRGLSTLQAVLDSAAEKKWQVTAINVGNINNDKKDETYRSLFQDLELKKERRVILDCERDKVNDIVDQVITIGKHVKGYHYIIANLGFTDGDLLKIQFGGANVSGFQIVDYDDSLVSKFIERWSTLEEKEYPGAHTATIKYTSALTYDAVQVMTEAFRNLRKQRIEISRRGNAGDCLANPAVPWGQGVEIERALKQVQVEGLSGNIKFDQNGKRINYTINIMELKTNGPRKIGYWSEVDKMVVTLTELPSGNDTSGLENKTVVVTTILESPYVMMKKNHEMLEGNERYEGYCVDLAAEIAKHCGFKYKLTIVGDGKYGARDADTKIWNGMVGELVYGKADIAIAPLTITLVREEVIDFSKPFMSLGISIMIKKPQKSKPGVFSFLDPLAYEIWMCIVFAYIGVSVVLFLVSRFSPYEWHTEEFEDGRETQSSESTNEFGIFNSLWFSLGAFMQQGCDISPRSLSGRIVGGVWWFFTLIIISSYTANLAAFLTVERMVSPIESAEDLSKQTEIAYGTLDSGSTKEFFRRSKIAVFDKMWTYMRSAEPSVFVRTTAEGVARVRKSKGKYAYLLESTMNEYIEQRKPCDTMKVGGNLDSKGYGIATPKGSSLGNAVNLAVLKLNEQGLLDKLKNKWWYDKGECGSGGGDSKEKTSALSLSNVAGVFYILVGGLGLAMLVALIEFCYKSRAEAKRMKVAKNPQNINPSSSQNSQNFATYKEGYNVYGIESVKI
GluA2 TARP mod agonism max-min: also measured in GluA2 TARP mod; calls as there; compound max-min signal; compound-alone response (agonism);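 unitless range of fluorescence divided by baseline over first 100 seconds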
GluA2 TARP mod glutamate slope: recorded beside GluA2 TARP mod, whose call it bears; glutamate slope, % of max; measured here: glutamate response slope, % max;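 scaled per plate between vehicle wells and maximal 1 mM glutamate control wells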
* = called active by the depositor; i = inactive; + = active, no number; & = joins results of further samples. This is a subset; the hit share may differ from the screen's.

SMILES | GluA2 TARP mod | GluA2 TARP mod agonism max-min | GluA2 TARP mod glutamate slope
COc1ccc(N2CC(C(=O)N3CCc4ccccc4C3)CC2=O)cc1 (centres undefined) | i | 0.096 | 59
Cn1c(=O)c(C(=O)NCCC(c2ccccc2)c2ccccc2)cc2cccnc21 | i | 0.054 | 65
COc1cccc(C(=O)NCCS(=O)(=O)N2CCN(c3cccc(Cl)c3)CC2)c1 | i | 0.13 | 68
CCN1CCCc2cc(CCNC(=O)C(=O)Nc3cc(C)ccc3C)ccc21 | i | 0.079 | 15
CCCCOc1ccc(C(=O)N2CCN(C(=O)N(C)C)CC2)cc1 | i | 0.052 | 30
CC(C)Cc1nnc(NC(=O)c2c[nH]c3ccc(F)cc3c2=O)s1 | i | 0.13 | 56
CC1CN(CC(O)COc2cccc3ccccc23)CC(C)O1 (centres undefined) | i | 0.08 | 77
O=C(Cc1csc(NC(=O)c2ccco2)n1)Nc1cc2ccccc2oc1=O | i | 0.08 | 68
CCOC(=O)c1oc2ccccc2c1NC(=O)C1CCN(S(=O)(=O)c2ccc(C)cc2)CC1 | i | 0.085 | 47
O=C(CSc1nnnn1-c1ccc2ccccc2c1)Nc1ccccc1 | i | 0.077&0.036 | 44&107
CS(=O)(=O)c1ccc2nc(NC(=O)c3ccno3)sc2c1 | i | 0.13 | 51
COc1cccc(C(=O)NCCS(=O)(=O)NCc2c(F)cccc2F)c1 | i | 0.083 | 50
Cc1ccc(N2CCCS2(=O)=O)cc1NC(=O)Nc1ccc(F)cc1 | i | 0.11 | 53
Cc1ccnc(C(=O)NC(C)C)n1 | i | 0.094 | 60
CCOC(=O)C(C)Sc1c(C)cnc2c1c(=O)n(C)c(=O)n2C (centres undefined) | i | 0.063 | 59
COc1nn(C)cc1-c1nnc(SCC(=O)Nc2ccc(Cl)cc2)n1C | i | 0.077 | 59
CCN(CC)CCNC(=O)C(=O)c1cn(CC(=O)N2CCOCC2)c2ccccc12 | i | 0.089 | 57
CC(=O)Nc1ccc(OCC(O)CN2CCN(c3cc(Cl)ccc3C)CC2)cc1 (centres undefined) | i | 0.033&0.059 | 50&48
CCOC(=O)C(C)(C)Sc1nnc2n1CCN2c1ccc(F)cc1 | i | 0.043 | 47
O=C(CCSc1ccccc1)NCCOc1ccccc1 | i | 0.084 | 52
COc1ccc(S(=O)(=O)CCCC(=O)N(Cc2ccccc2)c2nc3c(F)cccc3s2)cc1 | i | 0.057 | 63
COc1ccc(N(CC(O)CN2CCOCC2)S(=O)(=O)c2ccc(C)cc2)cc1 (centres undefined) | i | 0.063 | 57
CN1CCc2c(sc(NC(=O)c3ccc(C#N)cc3)c2-c2nc3ccccc3s2)C1 | i | 0.12 | 29
CCNC(=O)CSc1nc(-c2ccccc2)c(NC(=O)CCC2CCCC2)s1 | i | 0.061 | 29
CCOC(=O)CCC(=O)Nn1cnc2c(cnn2-c2ccccc2)c1=O | i | 0.033 | 53
CC1CCc2cc(F)ccc2N1S(=O)(=O)c1ccc(Br)cc1 (centres undefined) | i | 0.074 | 0
COc1cccc(-n2c(C)cn3c4c(=O)n(Cc5cccc(C)c5)c(=O)n(C)c4nc23)c1 | i | 0.13 | 78
COc1ccc2cc(-c3csc(NC(=O)c4ccc5c(c4)OCO5)n3)oc2c1 | i | 0.058 | 36
CCn1c(SCc2nc(-c3cccs3)no2)nc2ccccc2c1=O | i | 0.077 | 70
O=C(Nc1nc2c(s1)C(=O)CCC2)c1ccc(Cn2ccnc2)cc1 | i | 0.13 | 64
CCOC(=O)c1ccc(-n2c(C)cn3c4c(=O)n(CC)c(=O)n(C)c4nc23)cc1 | i | 0.095 | 37
COc1cccc2sc(NC(=O)c3cc(C)nn3C)nc12 | + | 0.21* | 48*
COc1coc(C(=O)N2CCN(c3ccccc3)CC2)cc1=O | i | 0.13 | 56
O=C(Cc1csc(Nc2cccc(C(F)(F)F)c2)n1)NCc1ccccn1 | i | 0.1 | 59
Cc1nn(CCC(=O)N2CCN(S(=O)(=O)c3ccccc3)CC2)c(C)c1C | i | 0.11 | 73
CCCC(NS(=O)(=O)c1cccc2nsnc12)C(=O)O (centres undefined) | i | 0.089 | 37
COC(=O)c1cccc(NC(=O)C2CC(=O)N(c3ccccc3)C2)c1 (centres undefined) | i | 0.13 | 61
Cn1c(-c2ccccc2)nn(CCNC(=O)/C=C/c2ccccc2)c1=O | i | 0.11 | 45
O=C(CN1CCC(c2nnc(-c3ccco3)o2)CC1)Nc1nccs1 | i | 0.072 | 58
Cc1ccc(S(=O)(=O)NCCC(=O)N/N=C\c2ccc(N(C)C)cc2)cc1 | i | 0.14 | 46
CCOc1ccc(N2CC(C)Cn3c2nc2c3c(=O)n(CCN3CCOCC3)c(=O)n2C)cc1 (centres undefined) | i | 0.079 | 29
CCn1ccnc1N1CCN(C(=O)CCC2CCCCC2)CC1 | i | 0.035 | 59
CSc1ccccc1CN1CCC(CNC(=O)COc2ccccc2F)CC1 | i | 0.054 | 52
COc1ccc(OC)c(-c2ccc(N3CCN(C(=O)C4CC4)CC3)nn2)c1 | i | 0.12 | 49
Cc1cccc(N2CCN(S(=O)(=O)c3ccc(Cl)c4ccccc34)CC2)c1C | i | 0.1 | 60
Cc1cccc(S(=O)(=O)N2CCN(Cc3ccc4c(c3)OCO4)CC2)c1 | i | 0.064 | 57
COc1ccc(OC)c(S(=O)(=O)NCC(c2cccn2C)N2CCN(C)CC2)c1 (centres undefined) | i | 0.062 | 42
Cc1ccc(-c2nnc(NC(=O)c3ccc(Oc4ccccc4)cc3)o2)c(C)c1 | i | 0.098 | 56
COc1ccc(CNC(=O)N2CCOCC2)c(OC)c1 | i | 0.089 | 64
CCCOc1cn(-c2ccc(F)cc2)nc1C(=O)Nc1ccccc1F | i | 0.09 | 56
(next part)
SMILES | GluA2 TARP mod | GluA2 TARP mod agonism max-min | GluA2 TARP mod glutamate slope
CCOc1ccc(-c2ccc(=O)n(CCCC(=O)Nc3cc(C)ccc3OC)n2)cc1 | i | 0.061 | 32
COC(=O)C1=C(C)N(Cc2ccccc2)C(=O)NC1c1ccc(OCc2ccccc2)cc1 (centres undefined) | i | 0.07 | 53
CN(C)c1ccc(N2CCN(C(=O)C(C)(C)Oc3ccc(Cl)cc3)CC2)nn1 | i | 0.18 | 51
CCOc1ccc(-n2nnnc2CN2CCN(C(=O)c3ccc(Cl)cc3)CC2)cc1 | i | 0.046 | 74
O=C(NCCCn1nc(-c2ccc(Cl)cc2)ccc1=O)C1CC1 | i | 0.076 | 61
COCCNC(=O)C(=O)NCC1COC2(CCCCC2)O1 (centres undefined) | i | 0.093 | 50
COc1ccc(NC(=O)NCC#CCN2CCc3ccccc3C2)c(OC)c1 | i | 0.067 | 70
O=C(NCCc1ccc(F)cc1)Nc1ccc([N+](=O)[O-])cc1 | + | 0.14* | 35*
CC(C)(C)c1ccc(OCC(O)CN2CCN(C(=O)c3ccccc3)CC2)cc1 (centres undefined) | i | 0.1 | 60
CCc1nc(-n2cccc2)sc1C(=O)Nc1cc(OC)c(OC)c(OC)c1 | i | 0.12 | 45
O=C(NCC#CCN1CCc2ccccc2C1)c1cc2ccccc2[nH]1 | i | 0.091 | 54
O=C(NCc1cccnc1)c1cnn2c(C(F)F)cc(-c3ccccc3)nc12 | i | 0.072 | 50
O=c1nc(SCc2cn3ccccc3n2)c2c(n1CC1CCCO1)CCCC2 (centres undefined) | i | 0.097 | 59
CCOc1ccc(S(=O)(=O)NCC(c2cccs2)N(C)C)cc1 (centres undefined) | i | 0.071 | 67
Cc1cc(NC(=O)c2cc(C)n(C)n2)n(-c2ccccc2)n1 | i | 0.058 | 38
Cc1cc(C)n(CCNC(=O)c2ccc(Cl)s2)n1 | i | 0.14 | 48
COc1ccc(CCNC(=O)Cc2cc(-c3ccc4c(c3)OCO4)on2)cc1OC | i | 0.054 | 46
O=C(N1CCN=C1SCc1cccnc1)C12CC3CC(CC(C3)C1)C2 | i | 0.035 | 66
CCC(=O)Nc1ccc(I)cc1C | i | 0.059 | 68
COc1ccccc1C(=O)n1nc(-c2ccccc2)nc1SC | i | 0.046 | 55
COc1cccc(OCC(O)CN2CCN(CCO)CC2)c1 (centres undefined) | i | 0.048 | 62
Cc1cccc(NC(=O)C(=O)NCC2CCN(C(C)C)CC2)c1 | i | 0.058 | 61
O=C(Nc1cccs1)N1CCC(c2nc3ccccc3[nH]2)CC1 | i | 0.11 | 66
O=C(Nc1ccc(Cl)c([N+](=O)[O-])c1)c1ccc(=O)n(Cc2c(F)cccc2Cl)c1 | i | 0.15 | 50
Cc1ccc(NCCNC(=O)c2cc3ccccc3oc2=O)nn1 | i | 0.18 | 54
O=C(Nc1nc2ccccc2s1)C1CCCN(C(=O)Nc2cccs2)C1 (centres undefined) | i | 0.14 | 54
COc1ccc(C(=O)/C=C/c2ccccc2Cl)c(OC(=O)N2CCOCC2)c1 | i | 0.048 | 37
CC(=O)Nc1ccc(S(=O)(=O)N2CCN(CCn3cccn3)CC2)cc1 | i | 0.083 | 46
O=C(Cc1cc(-c2ccc3c(c2)OCO3)on1)N1CCCC1 | i | 0.091 | 51
COc1ccccc1S(=O)(=O)NCC(c1cccn1C)N(C)C (centres undefined) | i | 0.11 | 40

A draw from above in order of molar mass, largest number first:
SMILES | GluA2 TARP mod | GluA2 TARP mod agonism max-min | GluA2 TARP mod glutamate slope
O=C(Nc1ccc(Cl)c([N+](=O)[O-])c1)c1ccc(=O)n(Cc2c(F)cccc2Cl)c1 | i | 0.15 | 50
COc1ccc(C(=O)/C=C/c2ccccc2Cl)c(OC(=O)N2CCOCC2)c1 | i | 0.048 | 37
CC(=O)Nc1ccc(S(=O)(=O)N2CCN(CCn3cccn3)CC2)cc1 | i | 0.083 | 46
O=C(Nc1cccs1)N1CCC(c2nc3ccccc3[nH]2)CC1 | i | 0.11 | 66
Cc1cccc(NC(=O)C(=O)NCC2CCN(C(C)C)CC2)c1 | i | 0.058 | 61
O=C(Cc1cc(-c2ccc3c(c2)OCO3)on1)N1CCCC1 | i | 0.091 | 51

(more compounds)
SMILES | GluA2 TARP mod | GluA2 TARP mod agonism max-min | GluA2 TARP mod glutamate slope
COc1cc(C)c(C)cc1S(=O)(=O)Nc1ccc(N2CCCCC2=O)c(C)c1 | i | 0.053 | 45
O=C(CSc1nc(=O)n(CCCO)c2c1CCC2)N1CCCc2ccccc21 | i | 0.044 | 50
CCOc1cc(C(C#N)N2CCCCC2)ccc1OC (centres undefined) | i | 0.034 | 39
CSc1ncccc1C(=O)N1CCC(CNC(=O)c2ccc(Cl)s2)CC1 | i | 0.068 | 49
O=C(Nc1ccc(CC(=O)N2CCOCC2)cc1)c1cccc(F)c1 | i | 0.055 | 35
O=C(c1ccccc1F)N1CCN(c2ncnc3c2nnn3-c2ccc(F)cc2)CC1 | i | 0.11 | 51
O=C(N(c1cccc(Cl)c1)C1C=CS(=O)(=O)C1)C(F)(F)F (centres undefined) | i | 0.11 | 61
Cc1cc(=O)[nH]c(-n2nc(C)c(CCC(=O)Nc3nccs3)c2C)n1 | i | 0.11 | 60
COc1ccc(-c2nc3c4cnn(-c5ccc(C)c(Cl)c5)c4ncn3n2)c(O)c1 | i | 0.12 | 41
Cc1nc2sc(C(c3ccccc3F)N3CCC(Cc4ccccc4)CC3)c(O)n2n1 (centres undefined) | i | 0.063 | 54

For convenience, part of the list above.
SMILES | GluA2 TARP mod | GluA2 TARP mod agonism max-min | GluA2 TARP mod glutamate slope
O=C(Nc1ccc(CC(=O)N2CCOCC2)cc1)c1cccc(F)c1 | i | 0.055 | 35
O=C(c1ccccc1F)N1CCN(c2ncnc3c2nnn3-c2ccc(F)cc2)CC1 | i | 0.11 | 51
O=C(N(c1cccc(Cl)c1)C1C=CS(=O)(=O)C1)C(F)(F)F (centres undefined) | i | 0.11 | 61
Cc1cc(=O)[nH]c(-n2nc(C)c(CCC(=O)Nc3nccs3)c2C)n1 | i | 0.11 | 60
COc1ccc(-c2nc3c4cnn(-c5ccc(C)c(Cl)c5)c4ncn3n2)c(O)c1 | i | 0.12 | 41
Cc1nc2sc(C(c3ccccc3F)N3CCC(Cc4ccccc4)CC3)c(O)n2n1 (centres undefined) | i | 0.063 | 54

Remaining list, next part
SMILES | GluA2 TARP mod | GluA2 TARP mod agonism max-min | GluA2 TARP mod glutamate slope
CC(C)c1ccc(NC(=O)c2ccc(=O)[nH]n2)cc1 | i | 0.059 | 43
CCOc1ccc(-c2nc(Cn3ccn4nc(-c5ccc(OC)cc5)cc4c3=O)c(C)o2)cc1OC | i | 0.092 | 50
CCOc1ccc(-c2ccc(OCCNS(=O)(=O)c3ccc4nc(C)sc4c3)nn2)cc1 | i | 0.035 | 61
Cc1ccc(Sc2ccc(N3CCCC(C(=O)NCc4ccc(C)o4)C3)nn2)cc1 (centres undefined) | i | 0.059 | 56
Cc1nc(C(=O)NCCn2ncc3c(N4CCCC4)ncnc32)cs1 | i | 0.12 | 72
O=C(NCCc1ccc(Cl)cc1)C(=O)Nc1ccc(N2CCCS2(=O)=O)cc1 | i | 0.041 | 48
CCOCCOC(=O)C1=C(C)NC(=O)NC1c1cccc(Oc2ccccc2)c1 (centres undefined) | i | 0.083 | 35
O=C(NCCn1nc(-c2ccco2)ccc1=O)Nc1cccs1 | i | 0.13 | 53
COc1ccc(N(C)c2nnc(-c3ccc(NC(=O)C(=O)NCCO)cc3)s2)cc1 | i | 0.071 | 56
COc1cccc(NC(=O)Cn2ncn3nc4c(c3c2=O)CCCC4)c1 | i | 0.14 | 43
COc1cc(NC(=O)C2CCN(c3cnc4ccccc4n3)CC2)cc(OC)c1OC | i | 0.1 | 81
CCCCN(CC)C(=O)C(=O)c1c[nH]c2ccccc12 | i | 0.17 | 53
CNS(=O)(=O)c1cc(N(C)S(=O)(=O)c2ccc(C)cc2)c(C)cc1C | i | 0.07 | 36
Cc1cc(S(=O)(=O)NCC2CCN(C(=O)NC(C)(C)C)CC2)c(Cl)cc1Cl | i | 0.086 | 59
